From PubChem BioAssay
M. tuberculosis = growth inhibition of non-replicating M. tuberculosis (AID 488890); Mycobacterium tuberculosis non-replicating, growth inhibition; higher % means a stronger effect; 320,000 tested, 0.39% active; one-dose inhibition, % at 25 µM; IC50 in µM for titrated hits; in the data active means a potency from the dose series; inconclusive means inhibition mostly from about 82% at the one dose, without a potency; inactive means the rest, 99 in 100 with inhibition below about 76%;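 further: plate controls were DMSO cells for no effect and high antibiotic wells for full effect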
inhibitors of VEEV = inhibitors of VEEV TC-83 cytopathic effect, confirmation, Vero cells (AID 588727). Vero cells, VEEV TC-83 cytopathic effect inhibition; higher % means a stronger effect. inhibition, % at 20 µM; hits with a dose series show IC50 in µM. 350,000 tested, 0.13% active; in the data active means a potency from the dose series; inconclusive means inhibition mostly from about 14% at the one dose, without a potency; inactive means the rest, 99 in 100 with inhibition below about 12%; further: strong numbers were not always called active
Salmonella PhoP GFP = PhoP regulon inhibitors, Salmonella typhi PhoP promoter GFP reporter, confirmatory (AID 1850). inhibition, % at 50 µM; hits with a dose series show IC50 in µM. 310,000 tested, 0.33% active. Salmonella Typhi PhoP-promoter GFP reporter, fluorescence, 4 h; higher % means a stronger effect; in the data active means a potency from the dose series; inconclusive means inhibition mostly from about 25% at the one dose, without a potency; inactive means the rest, 99 in 100 with inhibition below about 19%;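 further: 0% = induced wells with vehicle and 100% = uninduced wells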
H1N1 NS1A inhibition = H1N1 influenza NS1A inhibitors, functional cell based assay (AID 504329) | NS1A functional cell-based assay, percent inhibition; higher % means a stronger effect | inhibition, % at 12.5 µM, or IC50 in µM where a hit was titrated | 340,000 tested, 0.3% active; in the data active means a potency from the dose series; inconclusive means inhibition above about 27% without an active follow-up result; further: strong numbers were not always called active
H37Rv inhibition = M. tuberculosis growth inhibition, HTS (AID 449762); M. tuberculosis H37Rv growth inhibition, 7H9 media; higher % means a stronger effect; one-dose inhibition, % at 25 µM; IC50 in µM for titrated hits; 330,000 tested, 0.59% active; in the data active means a potency from the dose series; inconclusive means inhibition above about 70% without an active follow-up result;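 further: bacterial growth assessed after seven days of incubation; strong numbers were not always called active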
inhibitors of VEEV 10K pilot screen = recorded beside inhibitors of VEEV, whose call it bears; inhibition, %; measured here: 10K pilot screen inhibition
* marks the source's active call; other numbers are inactive results.

For Cc1ccc(-c2[nH]n3c(=O)c4c(nc3c2C)CCCC4)cc1 the results were M. tuberculosis 15%, inhibitors of VEEV inactive, Salmonella PhoP GFP -2%, H1N1 NS1A inhibition -1% and H37Rv inhibition -4%.
Screening COC(=O)c1ccc(CN2CCCC(C(=O)c3ccccc3OC)C2)cc1 (stereo not drawn) returned M. tuberculosis 54%, inhibitors of VEEV inactive, Salmonella PhoP GFP -4%, H1N1 NS1A inhibition -5% and H37Rv inhibition 3%.
For Cn1c(NC(=O)/C=C\c2ccccc2)cc(=O)n(C)c1=O the results were M. tuberculosis -14%, inhibitors of VEEV 1.2%, Salmonella PhoP GFP -8%, H1N1 NS1A inhibition 8% and H37Rv inhibition 6%.
`CN(C(=O)CSc1nnc(-c2ccco2)o1)C1CCCCC1` gave M. tuberculosis 61%, inhibitors of VEEV 0.4%, Salmonella PhoP GFP -6%, H1N1 NS1A inhibition -4% and H37Rv inhibition 4%.
For O=c1cnnc(N/N=C/c2ccccn2)[nH]1 the results were M. tuberculosis 12%, inhibitors of VEEV inconclusive, Salmonella PhoP GFP inconclusive, H1N1 NS1A inhibition 20% and H37Rv inhibition -2%.
Cc1ccc(C(=O)COC(=O)CN2C(=O)C3C4C=CC(C4)C3C2=O)cc1[N+](=O)[O-] (stereo not drawn) was read as M. tuberculosis -7%, inhibitors of VEEV 3.0%, Salmonella PhoP GFP 7%, H1N1 NS1A inhibition 8% and H37Rv inhibition -5%.
CC1CCCC(C)N1C(=O)CN1C(=O)NC2(CCOc3ccccc32)C1=O (stereo not drawn) was read as inhibitors of VEEV 3.1% and H1N1 NS1A inhibition -3%.
Screening NC(=O)C1CCN(C(=O)COc2ccc(Nc3ccccc3)cc2)CC1 returned inhibitors of VEEV 2.2%, Salmonella PhoP GFP 0%, H1N1 NS1A inhibition -6% and H37Rv inhibition 0%.
Screening Cc1c(C)c2ccc(OCC(=O)N3CCC(C(=O)O)(c4ccccc4)CC3)cc2oc1=O returned M. tuberculosis 5%, inhibitors of VEEV 0.5%, Salmonella PhoP GFP -8%, H1N1 NS1A inhibition -1% and H37Rv inhibition -4%.
`COc1ccc(S(=O)(=O)N(C)CC(=O)Nc2ccccc2SC)cc1` gave M. tuberculosis 24%, inhibitors of VEEV 0.3%, Salmonella PhoP GFP -11%, H1N1 NS1A inhibition -3% and H37Rv inhibition 4%.
`O=C(CSc1nnc2ccccn12)Nc1ccc(N2CCOCC2)cc1` gave M. tuberculosis -4%, inhibitors of VEEV inconclusive, H1N1 NS1A inhibition -2% and H37Rv inhibition -3%.
`O=C(CN1CCN(c2ccc([N+](=O)[O-])cc2)CC1)c1ccccc1` gave M. tuberculosis 22%, inhibitors of VEEV 0.6%, Salmonella PhoP GFP 12%, H1N1 NS1A inhibition 5% and H37Rv inhibition -2%.
`C(#Cc1ccc2c(c1)COc1c3ccccc3nn1-2)c1ccccc1` gave M. tuberculosis 40%, inhibitors of VEEV 1.0%, Salmonella PhoP GFP -15%, H1N1 NS1A inhibition 2% and H37Rv inhibition -3%.
`N#Cc1c(SCC(N)=O)nsc1SCc1ccccc1Cl` gave M. tuberculosis inconclusive, inhibitors of VEEV 3.1%, Salmonella PhoP GFP 8%, H1N1 NS1A inhibition 1% and H37Rv inhibition 13µM*.
Screening CC(=O)C1C(c2ccccc2Cl)NC(=O)NC1(O)C(F)(F)F (stereo not drawn) returned inhibitors of VEEV 0.7%, Salmonella PhoP GFP 0%, H1N1 NS1A inhibition -5% and H37Rv inhibition -3%.
`Cc1ccc(C(=O)N/C(=C/c2ccccc2)C(=O)NC(Cc2ccccc2)C(=O)O)cc1` (stereo not drawn) gave M. tuberculosis -11%, inhibitors of VEEV 1.4%, Salmonella PhoP GFP -1%, H1N1 NS1A inhibition 3% and H37Rv inhibition -9%.
For COc1ccccc1CNC(=O)c1ccc2c(=O)n3c(nc2c1)CCCCC3 the results were M. tuberculosis 25%, inhibitors of VEEV 4.5%, Salmonella PhoP GFP 2%, H1N1 NS1A inhibition -7% and H37Rv inhibition 0%.
Cc1c(Cl)cccc1-n1c(SCC(=O)NCc2ccccc2Cl)nnc1-c1ccncc1 was read as M. tuberculosis 33%, inhibitors of VEEV inactive, Salmonella PhoP GFP -6%, H1N1 NS1A inhibition 7% and H37Rv inhibition 22%.
COc1c(C(=O)Nc2ccccc2N2CCOCC2)cc2ccccc2c1Br was read as M. tuberculosis -2%, inhibitors of VEEV 5.5%, Salmonella PhoP GFP -6%, H1N1 NS1A inhibition -8% and H37Rv inhibition -8%.
For CN(C(=O)c1ccc(Oc2ccc([N+](=O)[O-])cc2)cc1)C1CCCCC1 the results were M. tuberculosis 70%, inhibitors of VEEV inactive, Salmonella PhoP GFP -5%, H1N1 NS1A inhibition 14% and H37Rv inhibition 16%.
O=C(OCc1cn(-c2ccc(Cl)c(Cl)c2)nn1)c1ccccc1 was read as M. tuberculosis 13%, inhibitors of VEEV 2.1%, Salmonella PhoP GFP -11%, H1N1 NS1A inhibition -13% and H37Rv inhibition -1%.
For O=c1[nH]c(=O)n(C2OC(CO)C(O)C2O)cc1Br (stereo not drawn) the results were M. tuberculosis 20%, inhibitors of VEEV inactive, Salmonella PhoP GFP -19%, H1N1 NS1A inhibition -9% and H37Rv inhibition 2%.
For CCOc1cccc(N2C(=O)CC(NNC(=O)c3ccc(Br)o3)C2=O)c1 (stereo not drawn) the results were M. tuberculosis 19%, inhibitors of VEEV inactive, Salmonella PhoP GFP 5%, H1N1 NS1A inhibition -6% and H37Rv inhibition 12%.
Screening O=C(COC(=O)COc1ccccc1[N+](=O)[O-])Nc1ccc(S(=O)(=O)N2CCCCC2)cc1 returned M. tuberculosis 6%, inhibitors of VEEV inactive, Salmonella PhoP GFP -1%, H1N1 NS1A inhibition -3% and H37Rv inhibition 2%.
O=C1O[C@@H]([C@H](O)CO)C(O)=C1O was read as M. tuberculosis -13%, inhibitors of VEEV 0.8%, Salmonella PhoP GFP -24%, H1N1 NS1A inhibition -8% and H37Rv inhibition -1%.
`CCC(=O)Nc1ccc(-c2nnc(SCC(=O)NCC3CCCO3)n2C)cc1` (stereo not drawn) gave M. tuberculosis -1%, inhibitors of VEEV 0.8%, Salmonella PhoP GFP -2%, H1N1 NS1A inhibition -2% and H37Rv inhibition -3%.
`COc1ccccc1NC(=O)CSc1nnc(CNC(=O)c2ccccc2F)o1` gave M. tuberculosis 5%, inhibitors of VEEV 3.9%, Salmonella PhoP GFP -2%, H1N1 NS1A inhibition 5% and H37Rv inhibition -9%.
CC1(C)O[C@@H]2C[C@H]3[C@@H]4C[C@H](F)C5=CC(=O)C=C[C@]5(C)[C@H]4[C@@H](O)C[C@]3(C)[C@]2(C(=O)CO)O1 was read as M. tuberculosis 7%, inhibitors of VEEV 0.6%, Salmonella PhoP GFP -8%, H1N1 NS1A inhibition -1% and H37Rv inhibition 1%.
`Cc1ccc2oc(=O)n(CC(=O)OC(C)C)c2c1` gave M. tuberculosis -17%, inhibitors of VEEV inactive, Salmonella PhoP GFP 1%, H1N1 NS1A inhibition -2%, H37Rv inhibition -4% and inhibitors of VEEV 10K pilot screen 0.3.
`Cc1ccc(C(=O)COC(=O)c2ccccc2NC(=O)c2ccccc2)cc1[N+](=O)[O-]` gave M. tuberculosis 67%, inhibitors of VEEV 13%, Salmonella PhoP GFP -9%, H1N1 NS1A inhibition -1% and H37Rv inhibition 12%.
Screening O=C(CN1CCN(c2ccccc2O)CC1)NNC(=O)c1ccc(Cl)cc1 returned M. tuberculosis -18%, inhibitors of VEEV 3.0%, Salmonella PhoP GFP -1%, H1N1 NS1A inhibition -3% and H37Rv inhibition -2%.
Screening Clc1ccccc1COc1ccccc1-c1nnco1 returned M. tuberculosis -12%, inhibitors of VEEV 0.7%, Salmonella PhoP GFP -7%, H1N1 NS1A inhibition 1% and H37Rv inhibition 19%.
`CSc1ccc(NC(=O)N2CCN(c3nc4ccccc4s3)CC2)cc1` gave M. tuberculosis inconclusive, inhibitors of VEEV inactive, Salmonella PhoP GFP -11%, H1N1 NS1A inhibition 7% and H37Rv inhibition inconclusive.
N#CCCNC(=O)CCN1CCCCC1 was read as M. tuberculosis -6%, inhibitors of VEEV 1.5%, Salmonella PhoP GFP 20%, H1N1 NS1A inhibition 7% and H37Rv inhibition -5%.
For Cc1ccc(NC(=O)c2cc(S(=O)(=O)N3CCc4ccccc43)cn2C)cc1C the results were M. tuberculosis 2%, inhibitors of VEEV 5.5%, Salmonella PhoP GFP -2%, H1N1 NS1A inhibition 13% and H37Rv inhibition -11%.
`O=C(N1CCOCC1)C(F)(F)C(=O)N1CCOCC1` gave M. tuberculosis -14%, inhibitors of VEEV inactive, Salmonella PhoP GFP -3%, H1N1 NS1A inhibition 7% and H37Rv inhibition -9%.

By substructure, those above with two or more sulfur atoms
`COc1ccc(S(=O)(=O)N(C)CC(=O)Nc2ccccc2SC)cc1` gave M. tuberculosis 24%, inhibitors of VEEV 0.3%, Salmonella PhoP GFP -11%, H1N1 NS1A inhibition -3% and H37Rv inhibition 4%.
`N#Cc1c(SCC(N)=O)nsc1SCc1ccccc1Cl` gave M. tuberculosis inconclusive, inhibitors of VEEV 3.1%, Salmonella PhoP GFP 8%, H1N1 NS1A inhibition 1% and H37Rv inhibition 13µM*.
`CSc1ccc(NC(=O)N2CCN(c3nc4ccccc4s3)CC2)cc1` gave M. tuberculosis inconclusive, inhibitors of VEEV inactive, Salmonella PhoP GFP -11%, H1N1 NS1A inhibition 7% and H37Rv inhibition inconclusive.

Remaining list, next part.
`CCOc1ccc(CCNC(=O)Cc2ccc(S(=O)(=O)N3CCOCC3)s2)cc1OCC` gave M. tuberculosis 2%, inhibitors of VEEV 2.5%, Salmonella PhoP GFP 8%, H1N1 NS1A inhibition -14% and H37Rv inhibition -2%.
`CC1CN(c2cc([N+](=O)[O-])ccc2Cl)CC(C)N1` (stereo not drawn) gave M. tuberculosis 11%, inhibitors of VEEV 0.9%, Salmonella PhoP GFP 2%, H1N1 NS1A inhibition -11% and H37Rv inhibition 3%.
Screening Cc1onc(-c2ccccc2Cl)c1C(=O)N(C)C1CCCCC1 returned inhibitors of VEEV inactive, Salmonella PhoP GFP 18%, H1N1 NS1A inhibition -7% and H37Rv inhibition -5%.
For COc1ccc(NC(=O)CN(C)C(=O)c2ccc(NS(=O)(=O)c3cccc([N+](=O)[O-])c3)cc2)cc1 the results were M. tuberculosis 11%, inhibitors of VEEV 3.2%, Salmonella PhoP GFP -7%, H1N1 NS1A inhibition 0% and H37Rv inhibition -5%.
`COc1ccc(NC(=O)CN(C)C(=O)c2cccc(S(=O)(=O)N3CCN(c4ccccc4)CC3)c2)cc1` gave M. tuberculosis 14%, inhibitors of VEEV 0.9%, Salmonella PhoP GFP -5%, H1N1 NS1A inhibition 1% and H37Rv inhibition 13%.
Screening CCOc1ccc(NC(=O)CSc2nc(N)c(-c3ccccc3)c(=O)[nH]2)cc1 returned M. tuberculosis -4%, inhibitors of VEEV inactive, Salmonella PhoP GFP 5%, H1N1 NS1A inhibition 0% and H37Rv inhibition inconclusive.
O=C(NC1CCCCC1)C(c1ccc(F)cc1)N(Cc1ccccc1)C(=O)CN1C(=O)c2ccccc2S1(=O)=O (stereo not drawn) was read as M. tuberculosis -19%, inhibitors of VEEV inactive, Salmonella PhoP GFP -3%, H1N1 NS1A inhibition 2% and H37Rv inhibition 2%.
O=C(NCc1ccc(F)cc1Cl)C1CCN(S(=O)(=O)N2CCCCC2)CC1 was read as M. tuberculosis 5%, inhibitors of VEEV 1.1%, Salmonella PhoP GFP 0%, H1N1 NS1A inhibition 0% and H37Rv inhibition 10%.
Screening CC(NC(=O)COc1ccccc1)C(=O)N1CCN(c2ccc(F)cc2)CC1 (stereo not drawn) returned M. tuberculosis -1%, inhibitors of VEEV 1.1%, H1N1 NS1A inhibition -17% and H37Rv inhibition -10%.
For CCSc1nnc(NC(=O)Cc2ccccc2OC)s1 the results were M. tuberculosis -8%, inhibitors of VEEV 1.7%, Salmonella PhoP GFP -1%, H1N1 NS1A inhibition 22% and H37Rv inhibition -9%.
For CCN1CCN(CCCNC(=O)c2ccc(/C=C3/Oc4ccccc4N(Cc4cccc(C)c4)C3=O)cc2)CC1 the results were M. tuberculosis inconclusive, inhibitors of VEEV 7.0%, Salmonella PhoP GFP 1%, H1N1 NS1A inhibition -15% and H37Rv inhibition 30µM*.
CC/C(O)=C1\C(=O)CCCC1=NCCc1nc2ccccc2[nH]1 was read as M. tuberculosis -10%, inhibitors of VEEV inactive, Salmonella PhoP GFP 6%, H1N1 NS1A inhibition 2% and H37Rv inhibition -5%.
